OX1R antag-1: antagonists of human orexin 1 receptor. inhibition, % at 5 µM. AID 434989. CHO/OX1R cells, Fluo-8 calcium fluorescence, orexin A. 330,000 tested, 0.43% active;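 active = inhibition above its plate's threshold, mean inhibition of all tested compounds on the plate plus 3 SD, cut at about 37% in these data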;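 also: 0% = orexin A challenge wells and 100% = SB-334867-A antagonist wells; not every result past the cut was called active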
Target sequence (O43613 whole entry, looked up): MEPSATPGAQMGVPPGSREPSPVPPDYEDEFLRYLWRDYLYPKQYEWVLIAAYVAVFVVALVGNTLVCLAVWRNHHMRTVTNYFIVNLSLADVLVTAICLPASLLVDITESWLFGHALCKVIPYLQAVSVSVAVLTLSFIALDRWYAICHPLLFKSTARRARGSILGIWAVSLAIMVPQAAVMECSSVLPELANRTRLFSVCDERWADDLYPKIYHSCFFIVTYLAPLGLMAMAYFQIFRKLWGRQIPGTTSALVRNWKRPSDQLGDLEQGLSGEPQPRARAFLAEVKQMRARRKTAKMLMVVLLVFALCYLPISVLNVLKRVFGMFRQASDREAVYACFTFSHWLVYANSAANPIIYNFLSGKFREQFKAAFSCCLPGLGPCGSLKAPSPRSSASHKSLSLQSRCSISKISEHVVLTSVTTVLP
OX1R antag-2: antagonists of human orexin 1 receptor (OX1R). OX1R-expressing cells, FRET antagonist read-out. inhibition, % at 6.6 µM. 330,000 tested, 1.8% active. AID 485270; in the data active = inhibition mostly above about 38%, no sharp cut-off; inactive = mostly below about 40%;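 also: 0% = agonist challenge alone and 100% = reference antagonist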
Active calls of the source: *.

SMILES	OX1R antag-1	OX1R antag-2
CC(=O)c1c(C)[nH]c(C(=O)Nc2cc(C)ccc2C)c1C	-22	14
Nc1c(Cl)nc(-c2ccccc2)nc1Cl	-3	5
CC(=O)N1CCN(C(=O)c2cc(C)oc2C)CC1	0	3
COc1ccc(N2CCN(C(=O)Cc3ccc(Br)cc3)CC2)cc1	-20	10
COC(=O)c1c(C(=O)OC)c(-c2ccc(Cl)cc2)n2c1CS(=O)(=O)C2	-14	21
CCOC(=O)CSC1=C(C#N)C(c2ccc(C)cc2)C(C(=O)OC)C(=O)N1 (configuration not stated)	-29	21
O=S(=O)(Nc1ccc(S(=O)(=O)N2CCCCC2)cc1)c1cccs1	-10	6
Cc1cc(C)c(-n2c(SCc3nc4ccccc4s3)n[nH]c2=O)c(C)c1	-21	14
Cc1ccc(C(=O)NN2C(=O)C3C4c5ccccc5C(c5ccccc54)[C@@H]3C2=O)cc1 (some centres not stated)	-20	17
COc1cc(/C=C2/NC(=O)N(c3cccc(Cl)c3)C2=O)ccc1O	-9	17
Cn1c(CCN2CCCCC2)nc2cc(NC(=O)Nc3ccccc3)ccc21	-14	15
CCOC(=O)c1cc(CC)sc1NC(=O)CSc1nc2ccccc2c(=O)n1Cc1ccco1	-13	37
CC1CC(C)CN(C(=O)CSc2nc(N)cc(=O)[nH]2)C1 (configuration not stated)	-17	2
CCN1C(=O)S/C(=C/c2cn(C)c3ccccc23)C1=O	-43	37
Cc1occc1C(=O)N(C)CC1CCCN(CCc2ccccc2F)C1 (configuration not stated)	-27	1
COc1cccc(-n2ccnc2SCC(=O)N2CCCc3ccccc32)c1	-25	18
Cc1cc(C)nc(N2CCC(C(=O)Nc3nnc(C)s3)CC2)n1	-11	7
COc1ccc(C)cc1NC(=O)CCNC(=O)Cn1cnc2ccccc2c1=O	-31	7
CCCCNc1nc2ccccc2n1CC(=O)Nc1ccc2c(c1)OCCO2	-39	9
CCCCc1ccc(NC(=S)N2CCN(C)CC2)cc1	-21	-5
CCC(O)C1CCN(C(=O)c2cc(COc3ccc(F)cc3F)on2)CC1 (configuration not stated)	0	14
Cn1ccnc1Sc1nc2ccccc2nc1NS(=O)(=O)c1ccccc1	-7	9
COc1ccc([N+](=O)[O-])cc1NC(=O)C(C)c1ccccc1 (configuration not stated)	-31	6
CCN(CC)S(=O)(=O)c1ccc(C(=O)C(C#N)c2ccccn2)cc1 (configuration not stated)	-4	20
Cn1c(=NC(=O)C2CC2)sc2cc(F)cc(F)c21	-10	9

A different layout for some results above:
SMILES | OX1R antag-1 | OX1R antag-2
CC(=O)c1c(C)[nH]c(C(=O)Nc2cc(C)ccc2C)c1C | -22 | 14
Nc1c(Cl)nc(-c2ccccc2)nc1Cl | -3 | 5
CC(=O)N1CCN(C(=O)c2cc(C)oc2C)CC1 | 0 | 3
COc1ccc(N2CCN(C(=O)Cc3ccc(Br)cc3)CC2)cc1 | -20 | 10
COC(=O)c1c(C(=O)OC)c(-c2ccc(Cl)cc2)n2c1CS(=O)(=O)C2 | -14 | 21
CCOC(=O)CSC1=C(C#N)C(c2ccc(C)cc2)C(C(=O)OC)C(=O)N1 (configuration not stated) | -29 | 21
O=S(=O)(Nc1ccc(S(=O)(=O)N2CCCCC2)cc1)c1cccs1 | -10 | 6

(listing goes on)
SMILES	OX1R antag-1	OX1R antag-2
COc1ccc(CC(=O)NCC2CCCN(Cc3cc(OC)cc(OC)c3)C2)cc1 (configuration not stated)	-28	7
CCOC(=O)C1CCCN(C(=O)c2ccccc2SCCOC)C1 (configuration not stated)	-24	20
Cc1nn(-c2ccccc2)c(C)c1NC(=O)COC(=O)c1cc(Cl)ccc1O	-12	19
CC1(c2cccc(Br)c2)NC(=O)N(CC(=O)Nc2ccc3c(c2)OCO3)C1=O (configuration not stated)	-18	0
Cc1oc2c(C)c3oc(=O)c(CCC(=O)NCCCCCC(=O)O)c(C)c3cc2c1C	-1	21
Cc1cc(C)c(OCC(=O)Nc2nc3ccccc3[nH]2)c(C)c1	-33	37
CCOc1cc(OCC)nc(S(C)(=O)=O)n1	-4	7
COc1ccc(/C=C(\C#N)C(=O)OCC(=O)NCc2ccccc2OC)cc1	-21	13
CCN(CC(=O)Nc1c(F)cccc1F)C(=O)COc1cccc2c1OC(C)(C)C2	-22	14
O=C1CCC(CCC(=O)N2CCCC(C(=O)c3ccc(Cl)cc3)C2)=NN1 (configuration not stated)	-16	10
COc1ccc(-c2ccc(SCC(=O)N3CCN(c4ccccc4)CC3)nn2)cc1	-24	1
COc1ccccc1CNC(=O)CNCCc1ccc(OC)c(OC)c1	-19	3
Cc1ccc(-c2nn(-c3ccccc3)cc2C(=O)Nc2ccc(C)c(S(=O)(=O)N3CCOCC3)c2)cc1	-14	7
O=C1NC(c2ccc(Br)cc2)=N/C1=C/c1ccco1	-23	9
O=C1OC(Cc2ccccn2)C(=O)C1=C1SCCS1 (configuration not stated)	7	72
Cc1onc(-c2ccccc2)c1C(=O)OCC(=O)N(C)c1ccccc1	-14	7
COc1ccc2c(c1)[N+](C)(C)C(C)(C)C=C2C	-24	17
O=C(COc1ccccc1)Nc1nc2c(s1)CCCC2	-22	11
CCOC(=O)c1cnc2c(C)c(Cl)ccc2c1NCCCN1CCOCC1	-35	8
Cc1cc(C)cc(NC(=S)N2CCN(c3ccc(F)cc3)CC2)c1	-10	2
Clc1cccc(-c2nc(-c3ccc(-c4nn[nH]n4)cc3)no2)c1	-1	-8
Cc1onc(-c2ccccc2)c1CNC(=O)Nc1ccc(C(F)(F)F)cc1	27	49*
CC(=O)N1c2ccc(S(=O)(=O)N3CCCC3)cc2CC1C(=O)NCc1ccc(OC(C)C)cc1 (configuration not stated)	-21	7
O=C(Cc1cc(=O)[nH]c(=O)[nH]1)N1CCN(C(=O)c2ccco2)CC1	-8	12
COc1ccc(N2CCN(c3ncnc4c3nnn4Cc3ccccc3Cl)CC2)cc1	-11	6

Arranged by molecular weight (lowest first): 4 of the compounds above
SMILES	OX1R antag-1	OX1R antag-2
COc1ccc2c(c1)[N+](C)(C)C(C)(C)C=C2C	-24	17
CCOC(=O)C1CCCN(C(=O)c2ccccc2SCCOC)C1 (configuration not stated)	-24	20
COc1ccccc1CNC(=O)CNCCc1ccc(OC)c(OC)c1	-19	3
CC(=O)N1c2ccc(S(=O)(=O)N3CCCC3)cc2CC1C(=O)NCc1ccc(OC(C)C)cc1 (configuration not stated)	-21	7

Following part.
SMILES	OX1R antag-1	OX1R antag-2
C[C@@H](CN1CCC[C@H]1CN1C(N)=NC[C@@H]1Cc1ccccc1)N1C[C@@H](Cc2ccccc2)N(CCc2ccc(Cl)c(Cl)c2)C1=N	-14	7
CC1CC(C)CN(C(=O)Nc2ccc(Br)cc2)C1 (configuration not stated)	-16	12
CCCCN(C)Cc1c(O)ccc2c(=O)c(-c3ccccc3OC)coc12	-20	4
CCOC(=O)CSc1nc(N)c(C#N)c(CC(C)C)c1C#N	-13	7
CCOC(=O)N1CC=C2C(C#N)=C(N)C(C#N)(C#N)[C@H](c3ccc(OC(C)C)c(OCC)c3)[C@H]2C1	-38	9
COc1cccc(NC(=O)CSc2nc(N)cc(N)n2)c1	1	3
N#C/C(=C\c1cccs1)C(=O)Nc1ccccn1	-20	14
NC1=NC(c2cccc(O)c2)n2c(nc3ccccc32)N1 (configuration not stated)	-7	17
O=C(NCCN1C(=O)C2C3C=CC(C3)C2C1=O)N1CCCCC1 (configuration not stated)	-15	17
Cn1cnnc1SCC(=O)Nc1ccc(N2CCOCC2)cc1	-2	8
O=C(c1ccco1)N1CCN(C(=O)c2ccccc2[N+](=O)[O-])CC1	-3	14
O=S(=O)(N/N=C/c1ccccc1F)c1ccccc1	-14	2
Cc1cccc(Nc2nc(N)nc(CC(=O)CSc3ccc(Cl)cc3)n2)c1	-4	12
COc1ccccc1NS(=O)(=O)c1cc(NC(=O)c2ccncc2)ccc1N1CCCC1	1	14
COc1cc(CNCCO)ccc1OCC(=O)Nc1ccc(Br)cc1	0	7
O=C(Nc1ccc(Cl)c(C(F)(F)F)c1)NC1CC2CCCC(C1)N2Cc1ccccc1 (configuration not stated)	12	3
CCCc1ccc(OCC(O)CN2CCN(C(=O)OCC)CC2)cc1 (configuration not stated)	-28	7
O=c1c2c(-c3ccc([N+](=O)[O-])cc3)csc2nc2n1CCC2	-3	95*
CCCCC(=O)Nc1nnc(S(=O)(=O)N2CCCCCC2)s1	-17	31
CN(C)/C=N/NC(=O)C1Cc2c(ccc3ccccc23)O1 (configuration not stated)	-4	7
c1ccc2c(c1)CSc1sccc1C2=C1CCNCC1	-5	5
COc1ccc(S(=O)(=O)N2CCCN(S(=O)(=O)c3ccc(OC)cc3C)CC2)c(C)c1	1	16
CC(C)C[C@H](NC(=O)N1CC(=O)Nc2ccccc21)C(=O)N[C@H](Cc1c[nH]c2ccccc12)C(=O)O	-5	18
CC(C)OCCCNC(=O)CN1C(=O)c2cccc3cccc1c23	-13	14
CCC(C)(c1ccc(C(=O)OC)s1)c1ccc(C(=O)OC)s1	-8	22

Other structures follow:
SMILES	OX1R antag-1	OX1R antag-2
CC(=O)c1cccc(OCC(O)CNCC2COc3ccccc3O2)c1 (configuration not stated)	-28	11
C=C(C(=O)Nc1ccccc1)c1ccc(C)cc1	-14	15
COc1cc2c(cc1OC)CN(C(=O)Nc1ccccc1)CC2	-12	12
CCOC(=O)c1cc(CC)sc1NC(=O)c1ccc(N2C(=O)CCC2=O)cc1	-13	23
COc1ccc(/C=N/Nc2nnc(C)n2N)cc1OC	11	60
COc1ccc(C(CNS(=O)(=O)c2ccccc2)N2CCN(C)CC2)cc1 (configuration not stated)	-17	9
Nc1ccc2oc3ncccc3c(=O)c2c1	-1	26
Cc1ccc(-c2nc(C3CCCN(S(=O)(=O)c4ccc(C)cc4)C3)no2)cc1 (configuration not stated)	-12	8
CCCCCc1cc(=O)[nH]c(=S)[nH]1	-12	-7
C=CCN1C(=O)CSc2ccc(C(=O)NCc3ccc(F)cc3)cc21	-25	19
Cc1cc2c(c(SCC(=O)NCc3ccccc3Cl)n1)C(=O)OC2	-20	19
Cc1ccc(/C=N/n2nnnc2N)o1	-3	9
CCc1nc2scc(-c3ccc(C)cc3)c2c(=O)n1N	-10	18
COCCCNC(=O)c1cc2c(=O)n3cccc(C)c3nc2s1	-1	15
CCN1CCN(CC(=O)N2c3ccccc3CC2C)CC1 (configuration not stated)	8	7
COc1nc(-c2ccccc2)nc(C)c1CC(=O)O	3	24
CCOC(=O)CN1C(=O)N(CC)C(C)=C(C(=O)OC)[C@@H]1c1ccccc1	-11	19
COCC(=O)NC1CCN(S(=O)(=O)c2ccc(C(=O)O)cc2)CC1	0	10
CCOc1ccc2nc(SC3CC(=O)N(c4ccc(OC)cc4)C3=O)sc2c1 (configuration not stated)	-29	18
COc1ccccc1C(=O)NC(=O)COC(=O)c1ncc(Cl)c(Cl)c1Cl	-8	13
N#Cc1ccccc1CN1C(=O)S/C(=C/c2cccn2-c2cccc(C(=O)O)c2)C1=O	-33	51
O=C(N/C=C\n1cnc2cc(C(F)(F)F)ccc21)c1ccc([N+](=O)[O-])cc1	-25	18
CC(OC(=O)c1ccc(Cl)c(S(=O)(=O)N2CCc3ccccc32)c1)C(=O)Nc1ncc(Cl)cc1Cl (configuration not stated)	-1	17
O=C(CN1C(=O)NC2(CCCC2)C1=O)OCCOc1ccc(Cl)cc1Cl	-24	6

Screening results as filed in PubChem BioAssay.
